Screening data from PubChem.
AGP1 TOR yeast: yeast TOR pathway AGP1-GFP modulation | GFP response vs DMSO, % at 10 µM | S. cerevisiae AGP1-GFP multiplex flow cytometry, 3 h; GFP as percent of DMSO wells | AID 2066 | hit rate 0.02% among 320,000;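 active = GFP response relative to DMSO above a set limit, near screen average plus 3 SD, cut at about 150% in these data; inconclusive = fewer than 70 cells counted for the yeast strain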;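 also: median GFP channel fluorescence of the gated AGP1 strain per well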
CR mimetic SO: yeast age-related superoxide inhibition as caloric restriction mimetic; S. cerevisiae aged cells, superoxide DHE fluorescence; hits give low values; superoxide response (% of plate mean), % at 10 µM; hit rate 0.18% among 330,000;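 active = superoxide response under a set limit, about three screen SD below normal, cut at about 65% in these data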;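 also: yeast aged for seven days with compound at 30 °C before DHE staining; 100% = average MFI of all compound-treated wells on the plate with controls excluded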
Efflux pump inh: inhibitors of Candida antifungal efflux pumps expressed in yeast; S. cerevisiae Candida pump triplex, Nile Red efflux; inhibition, % at 10 µM; hit rate 0.44% among 330,000;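 active = plate passing quality check with inhibition over a set limit, or well fluorescence over plate mean plus 4 SD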;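 also: Nile Red retained in pooled yeast measured as flow cytometry median fluorescence; 0% = buffer negative control and 100% = Enniatin B positive control; higher means more Nile Red kept so more efflux inhibition; some compounds called inactive have numbers as strong as hits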
LAP4 TOR yeast: yeast TOR pathway LAP4-GFP modulation | S. cerevisiae LAP4-GFP multiplex, flow cytometry GFP, 3 h; median GFP as percent of DMSO wells | GFP response vs DMSO, % at 10 µM | hit rate 0.34% among 320,000;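 active = GFP response vs DMSO above a set limit, about the screen mean plus 3 SD, cut at about 150% in these data; inconclusive = under 70 cell events counted for the yeast strain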
RPL19A-GFP yeast: alters RPL19A-GFP fluorescence in TOR pathway yeast screen; S. cerevisiae RPL19A-GFP strain, flow cytometry, 3 h; hits give low values; AID 2025; percent response vs DMSO, % at 10 µM; hit rate 0.3% among 330,000;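 active = percent response vs DMSO below 50%; inconclusive = fewer than 70 events counted for the yeast strain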;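 also: median channel GFP fluorescence of the barcoded RPL19A-GFP strain; ratio of sample median GFP to plate DMSO average so 100% = DMSO; lower means less RPL19A-GFP as with rapamycin TOR inhibition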
MEP2 TOR yeast: yeast TOR pathway MEP2-GFP modulation. S. cerevisiae MEP2-GFP strain, flow cytometry GFP, 3 h; 100% = DMSO control level. GFP response vs DMSO, % at 10 µM. hit rate 0.51% among 330,000;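 active = GFP response versus DMSO above a set limit, roughly screen mean plus 3 SD, cut at about 180% in these data; inconclusive = fewer than 70 cells counted for a yeast strain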;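 also: median GFP fluorescence of the barcode-gated MEP2-GFP cells per well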
CIT2 TOR yeast: alters CIT2-GFP fluorescence in TOR pathway yeast screen; hit rate 0.065% among 320,000; GFP response vs DMSO, % at 10 µM; S. cerevisiae CIT2-GFP strain, flow cytometry, 3 h; 100 means same as DMSO wells;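 active = GFP response relative to DMSO above a set limit, near the screen mean plus 3 SD, cut at about 150% in these data; inconclusive = Fewer than 70 cells measured for a yeast strain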;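 also: ratio of well median GFP fluorescence to mean of DMSO wells on the plate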
AHR activator: activators of human aryl hydrocarbon receptor. AHR-responsive luciferase reporter cells, luminescence. P35869. activation, % at 5 µM. hit rate 2.5% among 320,000; in the data active = activation above about 47%;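 also: 0% = vehicle wells and 100% = reference agonist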
Target sequence (P35869 whole entry, looked up): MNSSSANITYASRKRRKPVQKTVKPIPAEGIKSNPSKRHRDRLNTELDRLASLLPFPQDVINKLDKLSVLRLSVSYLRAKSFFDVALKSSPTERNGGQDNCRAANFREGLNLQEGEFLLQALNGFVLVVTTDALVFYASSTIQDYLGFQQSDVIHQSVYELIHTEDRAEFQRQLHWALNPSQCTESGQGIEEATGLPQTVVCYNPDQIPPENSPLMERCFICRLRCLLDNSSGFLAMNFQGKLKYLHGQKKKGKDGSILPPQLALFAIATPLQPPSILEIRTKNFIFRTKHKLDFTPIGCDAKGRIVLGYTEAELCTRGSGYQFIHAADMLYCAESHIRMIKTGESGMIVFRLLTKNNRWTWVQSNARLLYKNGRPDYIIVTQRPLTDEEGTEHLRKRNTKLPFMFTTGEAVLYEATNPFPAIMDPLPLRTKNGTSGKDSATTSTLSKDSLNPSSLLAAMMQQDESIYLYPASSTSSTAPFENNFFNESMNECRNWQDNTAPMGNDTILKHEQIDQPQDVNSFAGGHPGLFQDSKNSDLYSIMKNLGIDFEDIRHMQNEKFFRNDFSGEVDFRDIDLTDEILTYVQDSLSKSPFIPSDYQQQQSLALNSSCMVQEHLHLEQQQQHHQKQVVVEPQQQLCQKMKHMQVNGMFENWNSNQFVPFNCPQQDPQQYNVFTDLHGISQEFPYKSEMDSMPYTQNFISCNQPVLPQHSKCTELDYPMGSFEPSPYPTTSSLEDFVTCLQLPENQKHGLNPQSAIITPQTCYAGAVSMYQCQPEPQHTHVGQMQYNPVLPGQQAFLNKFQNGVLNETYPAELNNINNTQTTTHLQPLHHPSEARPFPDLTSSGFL
* hit, by the source's call; ? = inconclusive; . = not tested or not shown; [ ] = another dose, or the depositor's remark.

SMILES	AGP1 TOR yeast	CR mimetic SO	Efflux pump inh	LAP4 TOR yeast	RPL19A-GFP yeast	MEP2 TOR yeast	CIT2 TOR yeast	AHR activator
N#CCC1c2ccccc2CCN1C(=O)Nc1cccc(C(F)(F)F)c1 (stereo not drawn)	100	113	0.1	106	100	103	88	11
O=C(COC(=O)c1ccc(S(=O)(=O)N2CCCC2)cc1)NCc1ccc(Cl)cc1	107	100	-0.1	89	97	107	101	4
O=C(N/N=C/c1ccc(OC(F)F)cc1)C1=COCCO1	95	100	0.1	95	95	98	97	19
Cc1nc2c(oc3ccc(Cl)cc32)c(=O)[nH]1	102	93	0.0	106	98	97	104	4
COc1ccc(CCN2C(=O)C3C4CC(C5C(C(N)=O)=NOC45)C3C2=O)cc1OC (stereo not drawn)	104	107	0.0	112	99	106	102	2
CCN(CC)C(=O)Cn1cc(S(=O)(=O)CC(=O)Nc2ccc(F)cc2)c2ccccc21	90	98	-1.9	84	97	97	100	1
CC(C)OC(=O)c1ccc(NC(=S)NC(=O)c2cncc(Br)c2)cc1	94	97	0.0	94	104	102	98	3
CCOC(=O)C1CCCn2c1nc1sc3c(c1c2=O)CCCC3 (stereo not drawn)	87	99	0.0	106	93	107	.	-1
Cc1ccc(-c2c(C#N)c(N)n(-c3ccc(C)cc3)c(=O)c2C#N)cc1	110	103	0.0	109	109	105	105	22
CC(C)Oc1ccc(C(=O)/C(=C\c2cccs2)c2nc3ccccc3o2)cc1	94	94	0.1	96	96	96	94	0
CCN(CC)C(=O)c1sc(NC(=O)Cc2cccs2)c(C#N)c1C	95	100	0.0	99	97	98	103	2
CCN(Cc1ccccc1)S(=O)(=O)c1c(C)n(C)c(=O)n(C)c1=O	103	89	0.0	102	99	104	100	0
CC(NCc1ccc(F)cc1)C(=O)Nc1cc(S(=O)(=O)N2CCCCC2)ccc1Cl (stereo not drawn)	104	97	-0.2	95	105	108	113	-1
COc1ccc2cc(C(=O)C3CCCN(C(=O)CCc4ccccn4)C3)ccc2c1 (stereo not drawn)	102	99	0.3	98	92	95	93	11
COc1ccccc1N(CC(=O)NCC1CCCO1)C(=O)CNS(=O)(=O)c1ccccc1 (stereo not drawn)	104	93	-0.1	117	98	99	96	1
COc1ccc(C(=O)/C(=C\c2ccco2)N2C=CC=CC2=C(C#N)C#N)cc1	87	98	-0.1	91	92	91	89	28
O=S(=O)(N1CCOCC1)N1CCCN(S(=O)(=O)N2CCOCC2)CC1	101	99	0.3	108	97	103	95	-2
Cc1nc2ccc(S(=O)(=O)NC(C(=O)NCc3cccs3)C(C)C)cc2s1 (stereo not drawn)	111	93	0.1	98	105	100	104	0
COc1ccc(N2CC(C(=O)Nc3cccc(S(=O)(=O)N4CCCC4)c3)CC2=O)c(OC)c1 (stereo not drawn)	106	101	-0.1	102	100	103	103	0
COc1ccc(/C=N\N2CCN(Cc3ccccc3Cl)CC2)cc1	109	94	-0.2	100	105	112	106	1
CCOc1ccccc1NC(=O)CN1C(=O)NC(Cc2c[nH]c3ccccc23)C1=O (stereo not drawn)	98	147	0.0	106	111	109	98	32
CC(=O)c1ccc(OC(=O)COc2ccccc2)cc1	97	107	0.1	95	104	107	97	14
COc1ccc(NC(=O)C(c2ccc(OC)cc2)N(C)C(=O)c2cnccn2)cc1 (stereo not drawn)	100	109	0.0	.	97	96	94	3
CC(=O)N/C(=C\c1ccccc1)C(=O)NCc1ccc2c(c1)OCO2	93	91	0.1	98	100	108	110	-1
O=C(O)CCCCCNC(=O)c1ccc(C(=O)NCCCCCC(=O)O)cc1	98	102	0.0	103	99	97	98	0

Overlap with the part before: two compounds, followed by the next part.
SMILES	AGP1 TOR yeast	CR mimetic SO	Efflux pump inh	LAP4 TOR yeast	RPL19A-GFP yeast	MEP2 TOR yeast	CIT2 TOR yeast	AHR activator
CC(=O)N/C(=C\c1ccccc1)C(=O)NCc1ccc2c(c1)OCO2	93	91	0.1	98	100	108	110	-1
O=C(O)CCCCCNC(=O)c1ccc(C(=O)NCCCCCC(=O)O)cc1	98	102	0.0	103	99	97	98	0
CCc1ccc(NC(=O)Nc2cnccn2)cc1	86	110	2.2	90	97	86	85	21
O[C@@H]1C2CCCC1[C@]1(O)CCCCC1C2 (stereo partly drawn)	100	101	-0.1	90	101	101	105	0
COc1cc2c(cc1OC)CN(C(=O)NS(=O)(=O)c1ccc(C)cc1)CC2	25[may fluoresce violet]	104	0.0	86[may fluoresce violet]	47*[may fluoresce violet]	582*[may fluoresce violet]	?	2
Cc1ccc(C(OCC(C)(C)C[N+](C)(C)C)c2ccccc2)cc1 (stereo not drawn)	107	78	0.0	106	104	104	101	-3
COc1cc(OC)c2c(O)c3c(c(-c4c5c(c(O)c6c(OC)cc(OC)cc46)CO[C@@H](C)[C@H]5O)c2c1)[C@H](O)[C@H](C)OC3	102	95	0.5	105	101	102	100	6
O=C1ON=C(c2ccccc2)/C1=C/c1ccc(-c2ccccc2[N+](=O)[O-])o1	86	115	-0.1	179*	86	91	88	3
CN(CC(=O)Nc1ccc(F)c(F)c1F)C(=O)Cn1cnc2c1c(=O)n(C)c(=O)n2C	90	85	-0.2	96	94	95	97	-2
CC(C)C(=O)Nc1nnc(SCC(=O)N2C(C)CCCC2C)s1 (stereo not drawn)	94	112	-0.1	91	102	105	100	4
CC1=CC(C)(C)Nc2ccc(OC(=O)C(C)N3C(=O)c4ccccc4C3=O)cc21 (stereo not drawn)	98	97	0.1	112	96	97	99	-11
CC(NC(=O)Nn1cnnc1)(C(F)(F)F)C(F)(F)F	100	84	-0.1	103	99	102	108	-2
Cc1oncc1-c1csc(-c2ccccc2Cl)n1	88	97	0.2	101	93	93	78	-1
O=C(CSc1ccccc1)Nc1ccc(C(=O)Nc2cccc(O)c2)cc1	95	95	0.0	109	96	98	84	1
CCCC(C(=O)NCCC(C)C)N(Cc1ccc(OC)cc1)C(=O)c1snc(C(N)=O)c1N (stereo not drawn)	94	103	0.1	92	99	100	96	2
CCOc1cc(/C=N\NC(N)=O)cc(Br)c1OC(C)C	101	100	-0.8	95	100	100	99	25
CCN(CC)S(=O)(=O)c1ccc(C)c(NC(=O)/C=C/c2cccs2)c1	92	100	0.6	89	103	101	94	8
COc1ccc2c(c1)CCc1c(C(=O)N3CCOCC3)noc1-2	88	85	-0.1	96	93	99	102	5
O=[N+]([O-])c1ccc(NC(=S)NCCc2ccc(F)cc2)cc1	104	89	-0.2	98	99	100	96	23
O=C(N/N=C/c1ccncc1)c1cccc(N/N=C/c2ccncc2)c1	98	100	0.1	102	90	99	100	44
Clc1ccc(CSc2nnnn2-c2ccc3c(c2)OCO3)c(Cl)c1	104	100	0.0	102	99	92	94	19
CCc1nnc(NC(=O)/C=C/c2cccs2)s1	95	99	0.0	95	95	99	99	52*
COc1cccc(NC(=O)C2C3CC4OC(=O)C2C4C3)c1 (stereo not drawn)	104	122	0.1	99	105	105	102	0
CCC(C)Nc1ncnc2c1cnn2Cc1ccc(Cl)cc1 (stereo not drawn)	103	92	-0.1	101	100	102	105	2
N#Cc1cc2c([nH]c1=S)CCCC2	87	94	-1.2	83	109	87	100	8
Cn1/c(=N/NC(=O)c2ccccc2F)sc2ccccc21	108	107	-0.1	116	105	111	117	70*
O=C(Nc1nnc(SCc2ccc(Cl)cc2)s1)C1CCCO1 (stereo not drawn)	94	98	0.0	113	95	101	98	5

Arranged by value in MEP2 TOR yeast (rising): some entries from above.
Compound	MEP2 TOR yeast
O=C1ON=C(c2ccccc2)/C1=C/c1ccc(-c2ccccc2[N+](=O)[O-])o1	91
Cc1oncc1-c1csc(-c2ccccc2Cl)n1	93
CN(CC(=O)Nc1ccc(F)c(F)c1F)C(=O)Cn1cnc2c1c(=O)n(C)c(=O)n2C	95
CCc1nnc(NC(=O)/C=C/c2cccs2)s1	99
O=[N+]([O-])c1ccc(NC(=S)NCCc2ccc(F)cc2)cc1	100
O[C@@H]1C2CCCC1[C@]1(O)CCCCC1C2 (stereo partly drawn)	101
CC(C)C(=O)Nc1nnc(SCC(=O)N2C(C)CCCC2C)s1 (stereo not drawn)	105

Further compounds follow.
SMILES	AGP1 TOR yeast	CR mimetic SO	Efflux pump inh	LAP4 TOR yeast	RPL19A-GFP yeast	MEP2 TOR yeast	CIT2 TOR yeast	AHR activator
CCOc1ccc(NC(=O)CCC(=O)N/N=C/c2ccc3c(c2)OCO3)cc1	105	100	0.1	101	103	104	96	9
COc1ccc(CC(=O)NC(=S)Nc2cccc(C)c2)cc1	94	119	0.0	113	97	89	92	3
O=c1c2ccccc2nc2n1CCc1c-2[nH]c2ccccc12	79	113	0.0	104	98	97	75	99*
O=C1CSC(=S)N1c1ccc(O)cc1	99	106	-0.1	89	102	98	97	7
O=C(O)c1ccc(N/N=C/c2cn(Cc3ccccc3F)c3ccccc23)cc1	103	94	0.1	113	93	95	93	-2
O=C(NCCCc1ccccc1)C1CC1	100	112	0.1	103	95	100	91	-1
O=C(CN1CCN(c2nc(-c3ccccc3)cs2)CC1)NCc1ccc2c(c1)OCO2	99	114	-0.4	109	98	105	91	1
Cc1ccccc1NS(=O)(=O)c1cc2c(cc1C)NC(=O)CO2	109	90	-0.1	116	102	104	103	2
Cc1ccc(C2=NN(CCC(=O)NCCCN3CCOCC3)C(=O)CC2)cc1	105	80	0.0	94	101	101	107	3
C/C(N)=C(/C#N)C(=O)COC(=O)Cc1coc2cc(C)ccc12	117	104	-0.1	118	136	116	128	8
CCN1C(=O)[C@H]2[C@@H](c3ccc(-c4ccc5c(c4)OCO5)cc3)N3CCC[C@@]3(C(=O)OC)[C@H]2C1=O	102	94	-0.2	100	100	100	98	7
COc1cc(SC)ccc1C(=O)NC(C)C	102	100	-0.2	96	103	110	101	-2
O=C(CNC(=O)/C(=C/c1ccccc1)NC(=O)c1ccc(Br)cc1)OCc1ccccc1	104	106	0.1	94	104	102	102	1
CC(C)N(C(=O)C[n+]1ccsc1N)c1ccccc1	101	101	0.0	104	100	98	110	0

2 entries from above in another layout:
| Molecule | AGP1 TOR yeast | CR mimetic SO | Efflux pump inh | LAP4 TOR yeast | RPL19A-GFP yeast | MEP2 TOR yeast | CIT2 TOR yeast | AHR activator |
| --- | --- | --- | --- | --- | --- | --- | --- | --- |
| C/C(N)=C(/C#N)C(=O)COC(=O)Cc1coc2cc(C)ccc12 | 117 | 104 | -0.1 | 118 | 136 | 116 | 128 | 8 |
| CCN1C(=O)[C@H]2[C@@H](c3ccc(-c4ccc5c(c4)OCO5)cc3)N3CCC[C@@]3(C(=O)OC)[C@H]2C1=O | 102 | 94 | -0.2 | 100 | 100 | 100 | 98 | 7 |

LAP4 TOR yeast, entries above that show a hit.
smiles,AGP1 TOR yeast,Efflux pump inh,LAP4 TOR yeast,RPL19A-GFP yeast,MEP2 TOR yeast,CIT2 TOR yeast,AHR activator
O=C1ON=C(c2ccccc2)/C1=C/c1ccc(-c2ccccc2[N+](=O)[O-])o1,86,-0.1,179*,86,91,88,3
